Assay outcomes: PubChem, National Center for Advancing Translational Sciences (NCATS)
p53 reactivator: qHTS assay for re-activators of p53 using a Luc reporter; H1299 p53-A138V BP100-luciferase reporter, luminescence, 24 h; Potency, µM (highest dose often 92.2 µM), inactives show top-dose activity change, positive = activation, usual class: activators; 320,000 compounds, 0.063% hits; AID 504706, 2011; also: potency is read from the fitted curve at half-maximal effect; % of control where 0% means no effect; nearly all actives have a fitted effect of over 45% in size
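p53-null H1299 cells stably carrying temperature-sensitive p53-A138V and a BP100-luciferase reporter were pinned with compounds (4-point, 1:5 series) and held 24 hrs at 37 deg C. Luminescence was read 10 min after detection reagent.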
Giardia kill: Small Molecules that selectively kill Giardia lamblia: qHTS. Giardia lamblia trophozoite viability. activity change, % at 7.66 µM, hits read low. 340,000 compounds, 0.15% hits; in the data active = activity change below about -80%; inconclusive = between about -30% and that limit;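 also: parasites exposed to compound for two days anaerobically before the ATP read; % is scaled to controls: 0 for no effect and ±100 for the full control effect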
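Anaerobic 48 hrs incubation at 37 deg C of 100 trophozoites/well with test compounds; ATPLite 1-Step luminescence, 15-30 min RT, reports cellular ATP as viability.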
PKM2 activator: qHTS Assay for Activators of Human Muscle isoform 2 Pyruvate Kinase | Pyruvate kinase PKM (Homo sapiens), P14618 | 260,000 compounds, 0.34% hits | purified PKM2, Kinase-Glo ATP luminescence, activation; response scale: 0% is enzyme alone, no compound | AID 1631, 2009 | Potency, µM (series often up to 57.5 µM), inactives show at the top dose activation, hits mostly activators; also: potency is read from the fitted curve at half-maximal effect; % is scaled to controls: 0 for no effect and ±100 for the full control effect; nearly all actives have a fitted effect of over 55% in size
Target sequence (P14618 whole entry, looked up, canonical isoform): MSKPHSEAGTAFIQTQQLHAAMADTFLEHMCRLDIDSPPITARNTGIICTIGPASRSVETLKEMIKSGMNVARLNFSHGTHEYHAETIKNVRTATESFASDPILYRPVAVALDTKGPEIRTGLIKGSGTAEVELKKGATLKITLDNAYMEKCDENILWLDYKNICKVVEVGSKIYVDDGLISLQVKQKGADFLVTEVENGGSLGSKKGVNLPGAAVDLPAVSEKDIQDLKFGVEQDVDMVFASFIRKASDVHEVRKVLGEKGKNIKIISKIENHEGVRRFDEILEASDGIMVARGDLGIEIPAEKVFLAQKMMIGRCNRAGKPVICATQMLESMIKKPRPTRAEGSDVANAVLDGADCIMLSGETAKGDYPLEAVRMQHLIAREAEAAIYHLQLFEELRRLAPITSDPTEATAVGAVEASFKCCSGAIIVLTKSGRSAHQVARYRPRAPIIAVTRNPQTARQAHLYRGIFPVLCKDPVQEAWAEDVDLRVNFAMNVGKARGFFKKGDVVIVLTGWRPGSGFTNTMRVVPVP
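hPK-M2, >95% pure; 0.1 mM ADP / 0.5 mM PEP final; imidazole pH7.2 buffer w/ 7 mM MgCl2, 50 mM KCl; 1 h RT; Kinase-Glo lum. Intermediate enzyme activity for dual inhibitor/activator qHTS.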
FLuc modulator: qHTS profiling assay for firefly luciferase inhibitor/activator using purifed enzyme and Km concentrations of substrates (counterscreen for miR-21 project); AID 588342, 2011; Potency, µM (series often up to 57.5 µM), for the others: at the top dose activity change, negative = inhibition, hits mostly inhibitors; 360,000 compounds, 6.9% hits; Luciferin 4-monooxygenase (Photinus pyralis), P08659; purified FLuc, Km substrates, luminescence inhibition;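 also: potency is read from the fitted curve at half-maximal effect; plate controls were vehicle for no effect and reference inhibitor for full effect; nearly all actives have a fitted effect of over 55% in size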
Target sequence (P08659 whole entry, looked up): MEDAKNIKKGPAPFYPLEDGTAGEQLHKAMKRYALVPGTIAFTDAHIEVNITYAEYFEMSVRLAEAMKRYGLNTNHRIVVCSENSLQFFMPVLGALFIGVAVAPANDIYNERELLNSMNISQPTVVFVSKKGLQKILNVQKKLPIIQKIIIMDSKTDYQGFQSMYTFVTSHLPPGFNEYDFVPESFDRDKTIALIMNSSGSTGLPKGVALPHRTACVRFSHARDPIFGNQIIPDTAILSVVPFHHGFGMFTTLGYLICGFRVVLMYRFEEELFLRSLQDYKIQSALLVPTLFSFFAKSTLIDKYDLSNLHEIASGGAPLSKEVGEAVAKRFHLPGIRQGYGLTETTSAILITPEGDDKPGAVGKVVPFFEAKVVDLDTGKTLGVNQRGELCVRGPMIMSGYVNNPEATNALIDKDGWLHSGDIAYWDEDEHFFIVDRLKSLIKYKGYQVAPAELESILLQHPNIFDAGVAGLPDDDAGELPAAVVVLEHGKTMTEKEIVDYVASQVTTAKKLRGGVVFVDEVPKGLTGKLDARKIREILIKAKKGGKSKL
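Purified P. pyralis luciferase (10nM final) with 10uM D-luciferin and 10uM ATP (Km levels) in 50mM Tris acetate pH 7.5, 10mM Mg acetate, 0.01% Tween-20, 0.05% BSA; qHTS 6-point titration, ~60 µM downward; luminescence read.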
BRCA1 expr up: qHTS Assay to Identify Small Molecule Activators of BRCA1 Expression | MCF7-BRCA1-FFLuc reporter, luminescence, 48 h; response scale: scaled: vehicle 0%, 10 µM genistein 100% | Potency, µM (doses to about 46.1 µM), without a hit: top-dose activation, actives largely listed as activators | 380,000 compounds, 1.1% hits | AID 624202, 2012; also: potency is read from the fitted curve at half-maximal effect; nearly all actives have a fitted effect of over 80% in size; some results filed as inactive show a strong effect at the top dose
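Activators of BRCA1 expression were detected as increased firefly luciferase luminescence in engineered MCF7 cells after 48 h compound incubation. Signals were scaled to genistein 10 microM as full activation.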
RORg inh: qHTS for inhibitors of ROR gamma transcriptional activity; Nuclear receptor ROR-gamma (Mus musculus), P51450; Drosophila S2 Gal4-RORgamma UAS-luciferase reporter, 20 h; Potency, µM (titrated, usually from 53.6 µM), for the others: at the top dose activity change, negative = inhibition, hits mostly inhibitors; 310,000 compounds, 5.4% hits; also: potency is read from the fitted curve at half-maximal effect; % is scaled to controls: 0 for no effect and ±100 for the full control effect; nearly all actives have a fitted effect of over 60% in size
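Using a luciferase readout, inhibitors were identified by reduced reporter activity in Drosophila cells coexpressing a copper-inducible Gal4–ROR gamma fusion and UAS-driven Photinus luciferase, incubated 20 hr after 700 uM copper sulfate.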
Rab9 promoter act: qHTS Assay for Rab9 Promoter Activators. Potency, µM (highest dose often 9.22 µM), for inactives: top-dose activation, negative = inhibition, most hits filed as activators. 320,000 compounds, 2.8% hits. Huh7 Rab9 promoter-luciferase reporter, luminescence, 24 h. AID 485297, 2010; also: potency is read from the fitted curve at half-maximal effect; % of control where 0% means no effect; nearly all actives have a fitted effect of over 60% in size
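Stable Rab9-luc Huh7, 1500 cells/well, 2 h settle; cmpd in DMSO, 24 h, 37 °C/5% CO2; luciferase reagent 10 min RT; luminescence.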
ELG1 genotoxic: qHTS screen for small molecules that induce genotoxicity in human embryonic kidney (HEK293T) cells expressing luciferase-tagged ELG1. 330,000 compounds, 1.3% hits. Potency, µM (highest dose often 46 µM), for inactives: at the top dose activity change, positive = activation, hits mostly activators. HEK293T ELG1-luciferase reporter, luminescence, 16 h. AID 504466, 2011; also: potency is read from the fitted curve at half-maximal effect; % of control where 0% means no effect; nearly all actives have a fitted effect of over 60% in size
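Genotoxic stress is detected as increased luminescence from luciferase-tagged ELG1 in HEK293T cells, measured with ONE-Glo after a 16 hr treatment at 37 °C.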
Gal4-VP16 FLuc: VP16 counterscreen qHTS for inhibitors of ROR gamma transcriptional activity. Drosophila S2 Gal4-VP16 UAS-luciferase, luminescence, 20 h. Potency, µM (top dose mostly 53.6 µM), without a hit: top-dose activity, negative = inhibition, usual class: inhibitors. 310,000 compounds, 3.5% hits. AID 2546, 2010;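 also: Gal4-VP16 expression switched on by copper sulfate through the metallothionein promoter; potency is read from the fitted curve at half-maximal effect; % is scaled to controls: 0 for no effect and ±100 for the full control effect; nearly all actives have a fitted effect of over 50% in size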
NPC1 promoter act: qHTS Assay for NPC1 Promoter Activators; Huh7 NPC1 promoter luciferase reporter, 24 h; AID 485313, 2010; Potency, µM (series often up to 9.22 µM), for the others: at the highest dose activation, hits mostly activators; 320,000 compounds, 2.4% hits;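 also: potency is read from the fitted curve at half-maximal effect; % of control where 0% means no effect; nearly all actives have a fitted effect of over 60% in size; reporter is driven by a mutant NPC1 promoter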
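NPC1 promoter–luciferase Huh7 cells; 24 h compound; luminescence.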
Menin-MLL TR inh: qHTS Assay for Inhibitors Targeting the Menin-MLL Interaction in MLL Related Leukemias: Competition With Texas Red Labeled MLL-derived Mutant Peptide; O00255; Menin + Texas Red MLL mutant peptide, fluorescence polarization; Potency, µM (top dose mostly 61.6 µM), for inactives: at the highest dose FP activity change, negative = inhibition, actives largely listed as inhibitors; 270,000 compounds, 0.23% hits; active = well fitted inhibition curve with a large enough effect in the polarisation, with a control signal flat, not every such curve was filed as active; inconclusive = small, poorly fitted or top-dose-only effect, or effect the other way, or a change in a side signal; inactive = no such curve, though single readings can be large or run the other way; the % refers to the polarisation; also: potency is read from the fitted curve at half-maximal effect; % of control where 0% means no effect; many of its hits are not listed in these tables
* = called active by the depositor; & = joins results of further samples; [ ] = dose if it differs, or a comment. Unless noted, calls follow the shape of the dose curve; as a rule, active = well fitted curve in the direction sought with a large enough effect; inconclusive = small, poorly fitted or top-dose-only effect, or another doubt; inactive = no such curve, though single readings can be large; an effect the other way counts as inactive or inconclusive. The list is partial. The share of hits here may be higher or lower than overall.

How did CCOC(=O)C1=C(O)c2ccccc2C(=O)/C1=C\c1ccc(C)cc1 do in these assays?
p53 reactivator: -3%; Giardia kill: -3; PKM2 activator: inconclusive; FLuc modulator: 6.7µM*; BRCA1 expr up: -59%; RORg inh: inconclusive; Rab9 promoter act: 14%; ELG1 genotoxic: 7%; Gal4-VP16 FLuc: inconclusive; NPC1 promoter act: 0%; Menin-MLL TR inh: 14%

Results for COc1cccc(NC(=O)[C@H](Cc2ccccc2)NC(=O)[C@@H]2Cc3ccccc3CN2)c1 ?
p53 reactivator: 11%; Giardia kill: 34[activator]; PKM2 activator: 3%[0.46 µM]; FLuc modulator: 5%; BRCA1 expr up: -25%; RORg inh: 32%; Rab9 promoter act: -5%; ELG1 genotoxic: 5%; Gal4-VP16 FLuc: 0%; NPC1 promoter act: 0%; Menin-MLL TR inh: -8%

How did CC1(C)CC(=O)C(N=Nc2cc(C(F)(F)F)ccc2Cl)=C(O)C1 do in these assays?
p53 reactivator: 1%; Giardia kill: 11; PKM2 activator: 2%; FLuc modulator: -1%; BRCA1 expr up: -26%; RORg inh: inconclusive; Rab9 promoter act: -9%; ELG1 genotoxic: -4%; Gal4-VP16 FLuc: 13%; NPC1 promoter act: -4%; Menin-MLL TR inh: -18%

What do the screens show for `CCCCOc1ccc(OCCSc2nc3ccccc3n2CC(=O)O)cc1`?
p53 reactivator: 3%; Giardia kill: 8; PKM2 activator: -1%[11.5 µM]; FLuc modulator: inconclusive; BRCA1 expr up: 8%; RORg inh: -8%; Rab9 promoter act: -2%; ELG1 genotoxic: -1%; Gal4-VP16 FLuc: 3%; NPC1 promoter act: 1%; Menin-MLL TR inh: 33%[activator]

What do the screens show for `Cc1cc(C)n(-c2ccc(C(=O)NCc3cccs3)cc2)n1`?
p53 reactivator: 1%; Giardia kill: 16; PKM2 activator: -2%; FLuc modulator: -2%; BRCA1 expr up: 15%; RORg inh: 21%; Rab9 promoter act: 6%; ELG1 genotoxic: -3%; Gal4-VP16 FLuc: 5%; NPC1 promoter act: 5%; Menin-MLL TR inh: -10%

How did COc1nc(Nc2cccc(F)c2)nc(OC)n1 do in these assays?
Giardia kill: 12; PKM2 activator: -4%; FLuc modulator: 3%; BRCA1 expr up: -11%; RORg inh: -26%[1.91 µM]; Rab9 promoter act: 5%; ELG1 genotoxic: 8%; Gal4-VP16 FLuc: -2%; NPC1 promoter act: -4%; Menin-MLL TR inh: -5%

How did CCC1(c2ccccc2)NC(=O)N(CC(=O)Nc2cc(Cl)ccc2N2CCN(C)CC2)C1=O (centres undefined) do in these assays?
p53 reactivator: 6%; Giardia kill: 2; FLuc modulator: -1%; BRCA1 expr up: 9%; Rab9 promoter act: -4%; ELG1 genotoxic: 1%; NPC1 promoter act: 1%

How did Cc1ccc(NC(=S)Nc2cccnc2)c(S(=O)(=O)N2CCCCC2)c1 do in these assays?
p53 reactivator: 1%; Giardia kill: -4; PKM2 activator: -17%; FLuc modulator: -2%; BRCA1 expr up: -7%; RORg inh: inconclusive; Rab9 promoter act: -2%; ELG1 genotoxic: -5%; Gal4-VP16 FLuc: 16µM*; NPC1 promoter act: -6%; Menin-MLL TR inh: 17%

How did COc1ccc(NC(=O)c2ccc3c(c2)CCN3S(=O)(=O)c2ccccc2)cc1 do in these assays?
p53 reactivator: -8%; Giardia kill: -3; PKM2 activator: 7%; FLuc modulator: -18%&-11%; BRCA1 expr up: -19%; RORg inh: 43%; Rab9 promoter act: -3%; ELG1 genotoxic: -8%; Gal4-VP16 FLuc: -10%; NPC1 promoter act: -6%; Menin-MLL TR inh: inconclusive

How did CCOc1ccc(NC(=O)CN(C)C(=O)c2cc([N+](=O)[O-])ccc2N2CCOCC2)cc1OCC do in these assays?
p53 reactivator: -6%; Giardia kill: 1; FLuc modulator: 5%; BRCA1 expr up: -14%; Rab9 promoter act: -6%; ELG1 genotoxic: 5%; NPC1 promoter act: -3%

How did CCOc1ccc(C2c3c(oc4cc(C)c(C)cc4c3=O)C(=O)N2CCCN(C)C)cc1OC (centres undefined) do in these assays?
p53 reactivator: 2%; Giardia kill: 3; PKM2 activator: -1%; FLuc modulator: 3%; BRCA1 expr up: 0%; RORg inh: 6%; Rab9 promoter act: -2%; ELG1 genotoxic: 1%; Gal4-VP16 FLuc: 1%; NPC1 promoter act: 2%; Menin-MLL TR inh: 8%[11.7 µM]

How did O=C(NCCCN1CCOCC1)C(=O)N/N=C/c1cccc2ccccc12 do in these assays?
p53 reactivator: 0%; Giardia kill: -6; PKM2 activator: 4%; FLuc modulator: -5%; BRCA1 expr up: -45%; RORg inh: 7%; Rab9 promoter act: 2%; ELG1 genotoxic: -3%; Gal4-VP16 FLuc: -2%; NPC1 promoter act: 1%

How did O=C(CSc1ncccn1)N/N=C/c1cccs1 do in these assays?
p53 reactivator: 5%; Giardia kill: 8; PKM2 activator: -4%; FLuc modulator: -9%; BRCA1 expr up: -1%; RORg inh: 3%; Rab9 promoter act: 1%; ELG1 genotoxic: 0%; Gal4-VP16 FLuc: 15%; NPC1 promoter act: 1%; Menin-MLL TR inh: -5%

How did C=CCn1cccc(C(=O)Nc2ccc(C)c(Cl)c2)c1=O do in these assays?
p53 reactivator: inconclusive; Giardia kill: 4; FLuc modulator: 9.5µM*; BRCA1 expr up: 4.5µM*; RORg inh: 25%; Rab9 promoter act: inconclusive; ELG1 genotoxic: inconclusive; Gal4-VP16 FLuc: 8%; NPC1 promoter act: 2.5µM*; Menin-MLL TR inh: inconclusive

What do the screens show for `COc1ccc(C2C(C(=O)O)c3ccccc3C(=O)N2C)cc1Br` (centres undefined)?
p53 reactivator: 3%; Giardia kill: -4; PKM2 activator: 9%; FLuc modulator: 0%; BRCA1 expr up: 0%; RORg inh: 40%; Rab9 promoter act: -1%; ELG1 genotoxic: -7%; Gal4-VP16 FLuc: 3%; NPC1 promoter act: -2%; Menin-MLL TR inh: -4%

How did N#CC1(NC(=O)COC(=O)/C=C/c2ccc3ccccc3n2)CCCCC1 do in these assays?
p53 reactivator: -5%; Giardia kill: 2; PKM2 activator: -2%; FLuc modulator: -16%; BRCA1 expr up: -11%; RORg inh: 41%; Rab9 promoter act: -3%; ELG1 genotoxic: 17%; Gal4-VP16 FLuc: -9%; NPC1 promoter act: -1%

What do the screens show for `COc1ccc(-c2cc3c(=O)n(CC(=O)NCc4cccnc4)nc(C)n3n2)cc1`?
p53 reactivator: 0%; Giardia kill: 9; FLuc modulator: -17%; BRCA1 expr up: 78%; RORg inh: 3%; Rab9 promoter act: 18%; ELG1 genotoxic: -1%[9.26 µM]; Gal4-VP16 FLuc: -1%; NPC1 promoter act: 15%; Menin-MLL TR inh: -1%

What do the screens show for `O=C(NC(=S)N1CCc2ccccc21)c1ccccc1Cl`?
p53 reactivator: 10%; Giardia kill: 6; PKM2 activator: 2%; FLuc modulator: -2%; BRCA1 expr up: 26%; RORg inh: 0.45µM*; Rab9 promoter act: 9%; ELG1 genotoxic: inconclusive; Gal4-VP16 FLuc: 1µM*; NPC1 promoter act: -2%; Menin-MLL TR inh: 2%

What do the screens show for `c1ccc2sc(Nc3nc4cc5c(cc4s3)OCO5)nc2c1`?
p53 reactivator: inconclusive; Giardia kill: -3; PKM2 activator: -17%; FLuc modulator: 2.4µM*; BRCA1 expr up: inconclusive; RORg inh: -3%; Rab9 promoter act: 1µM*; ELG1 genotoxic: 5.2µM*; Gal4-VP16 FLuc: -10%; NPC1 promoter act: 3.2µM*; Menin-MLL TR inh: -1%

How did O=C(NC(=S)Nc1ccc(CN2CCOCC2)cc1)c1cc2ccccc2o1 do in these assays?
p53 reactivator: 12%; Giardia kill: -14; PKM2 activator: -1%; FLuc modulator: -2%; BRCA1 expr up: 35%; RORg inh: 10%; Rab9 promoter act: 19%; ELG1 genotoxic: 15%; Gal4-VP16 FLuc: -12%; NPC1 promoter act: 6%; Menin-MLL TR inh: 2%
